High-throughput results (PubChem BioAssay)
SENP7 inh: inhibitors of human SENP7 protease; Q9BQF6; recombinant SENP7, Z-RLRGG-aminoluciferin luminescence, 40 min; inhibition, % at 5 µM; hit rate 1.5% among 330,000;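 active means inhibition above about 50% at the single test dose, limit read from the data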;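 further: plate controls were DMSO with enzyme for no effect and no enzyme buffer wells for full effect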
Target sequence (Q9BQF6 706-1050 limits assumed): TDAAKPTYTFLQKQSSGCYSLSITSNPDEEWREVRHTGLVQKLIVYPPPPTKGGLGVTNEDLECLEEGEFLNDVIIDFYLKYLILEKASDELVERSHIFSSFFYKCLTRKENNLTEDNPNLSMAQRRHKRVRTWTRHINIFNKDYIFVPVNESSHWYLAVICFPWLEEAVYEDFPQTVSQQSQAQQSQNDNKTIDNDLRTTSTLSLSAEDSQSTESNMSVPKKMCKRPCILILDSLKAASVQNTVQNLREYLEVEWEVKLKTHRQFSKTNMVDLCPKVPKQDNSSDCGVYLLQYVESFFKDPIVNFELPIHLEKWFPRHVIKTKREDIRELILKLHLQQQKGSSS
SENP8 block-1: blocks human SENP8 cleavage of Nedd8 substrate. recombinant SENP8, Nedd8 substrate fluorescence. AID 602440. inhibition, % at 20 µM. hit rate 0.64% among 360,000. Q96LD8; in the data active means inhibition mostly above about 40%, no sharp cut-off; inactive means mostly below about 27%
Target sequence (Q96LD8 whole entry, looked up): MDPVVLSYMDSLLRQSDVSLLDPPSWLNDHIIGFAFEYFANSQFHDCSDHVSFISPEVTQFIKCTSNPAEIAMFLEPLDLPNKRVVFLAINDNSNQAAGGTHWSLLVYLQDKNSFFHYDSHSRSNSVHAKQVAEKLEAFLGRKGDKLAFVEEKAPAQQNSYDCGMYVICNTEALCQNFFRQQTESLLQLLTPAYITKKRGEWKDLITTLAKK
HKDC1 inhibitor: inhibitors of human hexokinase HKDC1; inhibition, % at 20 µM; hit rate 0.16% among 340,000; recombinant HKDC1, G6PDH/diaphorase resazurin coupled fluorescence; AID 493160;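 active means inhibition above about 35% when tested at 20 µM, limit read from the data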;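 further: plate controls were DMSO wells with enzyme for no effect and DMSO wells lacking enzyme for full effect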
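Material – in-house recombinant HK5 (HKDC1) enzyme · Quantity – HKDC1 at 5 µg/mL · Buffer or medium – pH 8.0 Tris buffer with 10 mM MgCl2 · Reagent – glucose with 1 mM ATP · Dosing – single 20 µM dose · Times – reaction time 90 min, room temperature, protected from light · Technique – resorufin fluorescence at 613 nm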
PfG6PD inh: PfG6PD (Plasmodium falciparum) enzyme inhibition. PfGluPho enzyme, NADPH resazurin-diaphorase fluorescence. inhibition, % at 20 µM. hit rate 0.78% among 350,000;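 active means inhibition reaching at least a set limit at 20 µM in the primary screen, cut at about 59% in these data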;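 further: 0% = DMSO wells with substrate and 100% = DMSO wells lacking glucose-6-phosphate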
SENP6 inh: blocks the human protease SENP6. Q9GZR1. Recombinant SENP6 catalytic domain, aminoluciferin luminescence. inhibition, % at 10 µM. hit rate 1.8% among 330,000. AID 2599;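 active means inhibition above about 50% at the single tested dose, limit read from the data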;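 further: plate controls were DMSO wells with enzyme for no effect and DMSO wells lacking enzyme for full effect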
SENP1 inh: SENP1 (human) catalytic domain inhibition | inhibition, % at 10 µM | Q9P0U3 | recombinant SENP1 catalytic domain, CyPet-SUMO1-YPet FRET cleavage | hit rate 0.21% among 360,000;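 active means inhibition at least 30% at 10 µM, raw YFP signal under a set limit, fluorescence ratio 0.5 to 1.5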;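 further: 0% = enzyme with DMSO and 100% = no enzyme wells; some results filed as inactive read as strong as hits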
Target sequence (Q9P0U3 419-644 limits assumed): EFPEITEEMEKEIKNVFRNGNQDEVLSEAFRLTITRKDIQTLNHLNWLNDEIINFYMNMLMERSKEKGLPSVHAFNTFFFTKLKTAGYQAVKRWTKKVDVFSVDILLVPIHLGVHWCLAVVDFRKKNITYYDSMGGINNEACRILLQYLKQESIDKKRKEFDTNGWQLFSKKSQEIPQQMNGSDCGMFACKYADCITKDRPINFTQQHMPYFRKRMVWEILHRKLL
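Material: hSENP1 catalytic domain, recombinant; medium: Tris pH 8 with BME, BSA, NP40 and catalase; compound: single concentration of 10 µM compound, 0.5% DMSO final; technique: FRET read of cyan and yellow fluorescence; timing: 50 min enzyme reaction, room temperature, light-protected; reagent: SFCypet-SUMO1-SFYpet substrate at 25 nM; control set: no-enzyme low, enzyme-DMSO high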
Apaf1 inhib: inhibitors of human Apaf-1 apoptosome; O14727; reconstituted apoptosome caspase-3 activity, DEVD-Rh110 fluorescence; inhibition, % at 20 µM; hit rate 0.71% among 330,000; active means inhibition of at least 40% at 20 µM;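 further: plate controls were DMSO wells for no effect and DEVD-CHO caspase inhibitor wells for full effect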
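Medium: Hepes buffer, pH 7.5 / System: biochemical Apaf-1 apoptosome reconstitution / Measured by: Rh110 fluorescence, excitation 480 nm, emission 540 nm / Times: compound with Apaf-1, dATP, procaspase-3 30 min, then 50 min reaction, room temperature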
SENP8 block-2: blocks the human protease SENP8. Q96LD8. hit rate 1.2% among 330,000. inhibition, % at 10 µM. purified SENP8, Z-RLRGG-aminoluciferin cleavage, luminescence. AID 2540; in the data active means inhibition above about 50%
An asterisk follows results filed as active; i = inactive; . = no result given.

No.	compound	PfG6PD inh	SENP7 inh	SENP8 block-2	SENP6 inh	SENP1 inh	Apaf1 inhib	HKDC1 inhibitor	SENP8 block-1
1	O=C(NC1CCCCC1)C(c1cccs1)N(Cc1cccs1)C(=O)c1ccco1 (configuration not stated)	10	-5	-6	-25	1	17	8	7
2	CCCc1cc(-c2nc(-c3ccc(Cl)cc3)cs2)ccn1	25	-5	-8	-3	-1	14	-4	-42
3	CC(SC1=NCCN1S(=O)(=O)c1ccccc1)c1ccccc1 (configuration not stated)	62*	-4	7	0	2	6	10	4
4	Oc1ccc2ccccc2c1C1Nc2cccc3cccc(c23)N1	44	10	-2	4	-1	-8	22	-83
5	O=C(NN=Cc1ccc(N2CCOCC2)cc1)c1cc2ccccc2cc1O	15	4	-2	-13	19	9	-3	i
6	CCOC(=O)CSc1nnc(Cc2cc(=O)[nH]c(=O)[nH]2)n1-c1ccc(Cl)cc1	3	-7	-3	-5	24	2	-4	11
7	C=C(C)c1cccc(C(C)(C)NC(=O)N2CCN(CC)CC2)c1	-8	11	8	17	-1	1	-5	16
8	CC(=O)Nc1ccc(-n2c(C)ccc2C)cc1	-3	3	-1	10	0	-4	5	15
9	COc1ccc(CN2CCCC(C(=O)Nc3cccc(-n4cccn4)c3)C2)cc1 (configuration not stated)	5	-7	-7	-4	-2	-2	9	9
10	Cc1nn(-c2ccccc2)c(Cl)c1/C=C1\SC(=S)N(C)C1=O	-11	-9	-12	-12	1	20	6	17
11	Cc1ccc(OCc2nnc(SCC(=O)CC(=O)Nc3ccccc3)o2)cc1	-19	5	-10	-7	1	16	-3	3
12	Cc1nc(NC(=S)NC(=O)c2ccco2)sc1C(=O)N(C)C	-15	-1	7	-7	2	-3	3	11
13	O=C(c1ccc(S(=O)(=O)NCC2CCCO2)cc1)N1CCc2ccccc21 (configuration not stated)	-4	0	0	3	3	-6	-7	23
14	O=[N+]([O-])c1ccccc1S(=O)(=O)N1CCN(Cc2ccccc2)CC1	12	0	-1	11	1	5	-2	35
15	Cc1csc(N/N=C/c2ccccn2)n1	7	83*	85*	87*	1	-1	-13	-5
16	O=C1CN(C(=O)COC(=O)c2ccccc2Br)c2ccccc2N1	3	6	-4	-8	1	3	-5	0
17	O=C(O)Cn1cnc2c(oc3ccccc32)c1=O	-6	-9	0	-8	1	1	-8	8
18	CCOc1ccc(C(=O)N(Cc2ccccc2)c2cccc(C)c2)cc1OC	15	-1	0	-8	0	26	2	3
19	COC(=O)c1[nH]c2ccccc2c1NC(=O)/C=C/c1ccc2c(c1)OCO2	6	-11	-13	-18	-1	19	-6	17
20	CN1CCN(CCc2nc3cc(NC(=O)COc4ccccc4)ccc3n2C)CC1	-10	4	-2	4	0	57*	-6	10
21	CCOC(=O)[C@H]1[C@H]2COc3ccc(Cl)cc3[C@@H]2N2C(=O)CN(Cc3ccc(C)cc3)C(=O)[C@@]12C	2	-9	-9	20	-7	22	2	-4
22	O=C(O)CCC(=O)N1CCc2cc(S(=O)(=O)N(CCc3ccccc3)Cc3ccccc3)ccc21	-20	-11	4	-9	-20	16	-10	-35
23	COCc1cc(C2C(C(=O)c3ccco3)=C(O)C(=O)N2CCOCCO)ccc1O (configuration not stated)	5	4	-5	11	2	2	35*	18
24	CC1CC(C)(C)NC(=S)N1CCCC(=O)Nc1ccc(Br)cc1 (configuration not stated)	-10	-6	-2	10	3	2	-1	0
25	COc1ccc(OC)c(-c2nc3cc4ccccc4cc3nc2-c2ccccc2)c1	16	2	8	5	-6	5	-1	-30
26	Cc1nc(-c2ccc(S(=O)(=O)N3CCN(c4ccccc4)CC3)cc2)co1	8	-3	3	-5	-2	2	-5	7
27	Cc1ccc(-c2noc(CCC(=O)N3CCCC3)n2)cc1	-2	12	-11	-15	1	7	-5	14
28	COc1cc(CNC(C)C)c(Br)cc1OC1CCCC1	11	-17	-11	-7	0	13	-10	22
29	Cc1cc(C)c2ccc(C(=O)O)nc2c1O	-17	5	-2	-2	1	-1	-3	7
30	C/C(=N\NC(=O)Cc1cccn1C)c1cccs1	6	-5	-14	-7	2	7	-8	15
31	Cc1ccc(-n2nc(C)c(Sc3ccccc3[N+](=O)[O-])c2N)cc1	23	10	3	1	1	9	2	28
32	C=CCn1c(=O)c2ccccc2n2c(=S)[nH]nc12	20	4	8	-12	-1	3	-4	13
33	COc1ccc([C@H]2[C@H](C(=O)C(C)(C)C)N3N=Cc4ccccc4C3C23C(=O)OC(C)(C)OC3=O)cc1 (some centres not stated)	14	1	6	-4	0	1	3	-9
34	O=C(CSc1nnc(-c2ccc3c(c2)OCO3)o1)Nc1ncc(C(F)(F)F)cc1Cl	0	8	0	2	-6	-1	-6	2
35	O=C(NCC1CCCO1)C1CCCN(S(=O)(=O)c2ccc(Cl)cc2)C1 (configuration not stated)	10	5	10	-2	2	-4	-6	8
36	CC(C)NC(=O)CN(CCc1ccccc1)S(C)(=O)=O	2	5	-5	-20	2	-12	-10	17
37	CC1CCCC(NC(=O)CSC2CCCCC2)C1C (configuration not stated)	5	3	6	-19	0	3	0	24
38	COc1ccc(-n2cnnc2SCC(=O)Nc2ccc(N3CCOCC3)cc2)cc1	-17	-1	-4	-1	3	-2	-4	24
39	CC(NC(=O)c1cc(=O)[nH]c2ccccc12)c1ccc(F)cc1F (configuration not stated)	-7	-3	-3	-13	0	5	-5	-80
40	O=C(c1ccc2nc(Cc3cccc(Cl)c3)oc2c1)N1CCOCC1	1	-3	0	-3	1	6	-1	-1
41	Cc1cc(C)c(S(=O)(=O)N2CCOC2CNC(=O)C(=O)NCc2ccco2)c(C)c1 (configuration not stated)	-1	-2	-6	-19	0	7	1	18
42	COc1cc(/C=C(\C#N)c2nc3ccccc3[nH]2)cc(OC)c1O	34	.	.	.	-26	.	8	-218
43	COc1ccc(C(=O)C2CCCN(S(=O)(=O)C(C)C)C2)c(C)c1 (configuration not stated)	-4	5	4	10	0	3	-10	2
44	CC(C)(C)NC(=O)C(c1ccco1)N(Cc1ccc2c(c1)OCO2)C(=O)c1snc(C(N)=O)c1N (configuration not stated)	12	1	2	-6	-11	5	-4	-299
45	N/C(=N\OC(=O)COc1ccccc1)c1ccccn1	-5	2	-1	0	2	-14	-5	11
46	COc1ccccc1OCCNC(=O)C1CCN(C(C)=O)CC1	7	2	-1	-26	2	5	4	12
47	CSc1ncc(C(=O)O)n1-c1ccc(F)cc1	-18	-25	1	5	2	6	-1	16
48	CCN(CC)CCN(Cc1cc2cc(C)cc(C)c2[nH]c1=O)C(=S)NCc1ccco1	15	-2	3	6	-8	15	0	-99
49	COc1nc(Nc2ccccc2)nc(OC)n1	-12	7	-11	-1	2	-13	-2	11
50	COc1ccc(C(CNC(=O)CCNC(=O)c2ccc(Br)cc2)N2CCOCC2)cc1 (configuration not stated)	3	0	-1	-13	-1	4	-2	-6
51	C=CCn1c(=O)c2ccccc2n2c(SC(C)C(N)=O)nnc12 (configuration not stated)	7	5	4	-17	2	-1	-4	17
52	CC1COC2C(O1)N(S(C)(=O)=O)CCN2S(C)(=O)=O (configuration not stated)	5	9	5	-2	3	-20	-5	9
53	COc1ccc(C)cc1N(C(=O)c1snc(C(N)=O)c1N)C(C(=O)NC1CCCC1)c1ccc(F)cc1 (configuration not stated)	27	6	3	-19	-32	24	1	-286
54	CCC(C)C1Nc2ccc(C(=O)NCc3ccc4c(c3)OCO4)cc2NC1=O (configuration not stated)	-5	-9	-2	-12	-1	12	-2	-3
55	CNC(=O)c1c(NC(=O)c2ccco2)sc2c1CCC2	7	-9	-9	-5	-20	14	7	-442
56	Cc1cc(OCCN2CCN(S(=O)(=O)c3ccccc3F)CC2)ccc1C(C)C	11	4	-1	-11	0	25	4	18
57	COc1ccccc1S(=O)(=O)N1CCC(C(=O)O)(c2ccccc2)CC1	-19	0	-2	-2	-1	2	2	8
58	Cc1cc(NS(=O)(=O)c2ccc(NC(=O)C(CC(C)C)N3C(=O)c4ccccc4C3=O)cc2)nc(C)n1 (configuration not stated)	-19	11	7	-1	2	25	4	42*
59	CCc1nc(SCC(=O)Nc2ccc(N(C)C)cc2)n[nH]1	11	0	-11	-13	3	11	7	7
60	COc1ccc(OC)c(N(CC(=O)Nc2ccc3c(c2)OCCO3)S(C)(=O)=O)c1	2	-6	2	-3	2	-10	-6	16

Later entries
No.	compound	PfG6PD inh	SENP7 inh	SENP8 block-2	SENP6 inh	SENP1 inh	Apaf1 inhib	HKDC1 inhibitor	SENP8 block-1
61	O=C(CCc1nnc(Cc2ccc3c(c2)OCO3)o1)NCCc1ccccc1Cl	-7	-8	-1	-4	-3	16	-5	29
62	COc1ccc(NC(=O)CN2CCN(CC(=O)Nc3ccc(OC)c(OC)c3)CC2)cc1	18	-9	-2	-9	3	-8	-4	18
63	O=C(COC(=O)C1CCCCC1)Nc1cc([N+](=O)[O-])ccc1F	5	7	1	10	3	9	-4	3
64	CC(C(=O)NC1CCCCC1)N1CCN(S(=O)(=O)c2cccs2)CC1 (configuration not stated)	-8	5	-4	2	-1	1	-5	2
65	CCOC(=O)C1CCN(C(=O)c2ccccc2)C(CC)C1=O (configuration not stated)	4	.	.	.	1	.	-4	13

Single records, from the list above:
`CCOC(=O)C1CCN(C(=O)c2ccccc2)C(CC)C1=O` (configuration not stated) in the list: PfG6PD inh: 4; SENP7 inh: .; SENP8 block-2: .; SENP6 inh: .; SENP1 inh: 1; Apaf1 inhib: .; HKDC1 inhibitor: -4; SENP8 block-1: 13
`O=C(COC(=O)C1CCCCC1)Nc1cc([N+](=O)[O-])ccc1F` in the list: PfG6PD inh: 5; SENP7 inh: 7; SENP8 block-2: 1; SENP6 inh: 10; SENP1 inh: 3; Apaf1 inhib: 9; HKDC1 inhibitor: -4; SENP8 block-1: 3
